From PubChem BioAssay
TbPYK inhibitor = blocks Trypanosoma brucei pyruvate kinase; Q57TT1; TbPYK enzyme, Kinase-Glo Plus ATP luminescence, 45 min; Potency, µM (series often up to 76.8 µM), inactives show top-dose activity, negative = inhibition, hits mostly inhibitors; 410,000 compounds, 0.12% hits; AID 624173; further: potency means the concentration at half of the fitted maximal effect; on the % scale 0 is the no-effect control and ±100 the full control effect; nearly all actives have a fitted effect of over 50% in size
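Assay buffer: 50 mM TEA pH 7.2, 100 mM KCl, 10 mM MgCl2, 0.05% BSA, 0.01% Tween-20. Pyruvate kinase from T. brucei plus substrate met compound, then ADP (130 uM final). Luminescence was read post 45 min RT.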
Shiga toxin inh = Shiga toxin inhibition; Vero cells, Shiga toxin protein synthesis inhibition reporter; inhibition, % at 38.7 µM; 290,000 compounds, 9.2% hits; AID 2315; in the data active means inhibition mostly above about 28%, no sharp cut-off; inactive means mostly below about 43%; further: 0% is about no effect
HCV inh = blocks hepatitis C virus; 340,000 compounds, 3.4% hits; Potency, µM (top dose mostly 41.8 µM), for the others: at the top dose activity change, negative = inhibition, most hits filed as inhibitors; Huh7.5.1 HCVcc-Cre infection, luciferase reporter, 44 h; further: potency means the concentration at half of the fitted maximal effect; on the % scale 0 is the no-effect control and ±100 the full control effect
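Seed cells (1,000/well) for 4 h; treat with compound and infect with HCVcc-Cre, moi about 0.5. Incubate 44 h, then detect luciferase activity.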
Pf growth 48h = inhibits P. falciparum growth in the first generation, 48 h; P. falciparum luciferase growth in erythrocytes, 48 h; Potency, µM (titrated, usually from 28.7 µM), for inactives: at the top dose activity change, negative = inhibition, actives largely listed as inhibitors; 310,000 compounds, 5.9% hits; AID 504832; further: potency means the concentration at half of the fitted maximal effect; on the % scale 0 is the no-effect control and ±100 the full control effect
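Luminescence readout; reporter = integrated firefly luciferase in P. falciparum. RBC culture at 2% hematocrit, 0.1% parasitemia final, 37 C/5% CO2; decreased signal taken as growth inhibition.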
LmPK inh = LmPK (Leishmania mexicana) enzyme inhibition | purified LmPK, Kinase-Glo ATP luminescence, 1 h | 290,000 compounds, 0.37% hits | Potency, µM (top dose mostly 57.5 µM), for inactives: at the highest dose activity change, negative = inhibition, usual class: inhibitors | AID 1721 | Q27686; further: potency means the concentration at half of the fitted maximal effect; on the % scale 0 is the no-effect control and ±100 the full control effect
Target sequence (Q27686 whole entry, looked up): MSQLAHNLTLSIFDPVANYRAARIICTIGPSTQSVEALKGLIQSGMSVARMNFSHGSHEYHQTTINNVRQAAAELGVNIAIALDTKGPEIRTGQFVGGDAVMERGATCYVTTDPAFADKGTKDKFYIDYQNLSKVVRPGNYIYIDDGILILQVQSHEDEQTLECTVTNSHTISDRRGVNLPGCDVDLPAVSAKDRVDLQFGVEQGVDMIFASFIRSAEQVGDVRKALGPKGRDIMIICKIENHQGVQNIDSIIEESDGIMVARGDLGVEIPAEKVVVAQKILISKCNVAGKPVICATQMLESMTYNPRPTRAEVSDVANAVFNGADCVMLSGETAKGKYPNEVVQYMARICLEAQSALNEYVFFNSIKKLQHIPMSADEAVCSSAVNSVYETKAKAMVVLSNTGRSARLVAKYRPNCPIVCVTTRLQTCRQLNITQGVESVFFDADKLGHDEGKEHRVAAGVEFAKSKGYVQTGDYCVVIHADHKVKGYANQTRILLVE
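In 50 mM imidazole pH 7.2 with 7 mM MgCl2, LmPK (0.1 nM) turned over PEP (0.5 mM) and ADP (0.1 mM) for 1 h at room temperature. Luciferase read-out of ATP.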
Pf growth 96h = inhibits malaria parasite growth, 96 h; P. falciparum luciferase reporter growth, 96 h; Potency, µM (highest dose often 28.7 µM), inactives show at the top dose activity change, negative = inhibition, usual class: inhibitors; 320,000 compounds, 6.9% hits; AID 504834; further: potency means the concentration at half of the fitted maximal effect; on the % scale 0 is the no-effect control and ±100 the full control effect
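Two-generation exposure (96 h) targets delayed-death phenotype. Reporter parasites carrying integrated firefly luciferase, in red cells at 2% hematocrit and 0.05% parasitemia final, kept at 37 C, 5% CO2; luminescence loss indicates inhibition.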
CHX counter = affects cycloheximide protein synthesis inhibition readout, counter-screen; cell reporter, cycloheximide protein synthesis inhibition counterscreen; max response, %; 300,000 compounds, 12% hits; in the data active means max response mostly above about 13%, no sharp cut-off; inactive means mostly below about 14%; further: read at 38.3 µM for the half of the compounds with a filed dose; 0% is about no effect
Active calls of the source: *; [ ] = remark or other dose. Unless noted, the call rests on the fitted dose curve; in most records, active means well fitted curve in the direction sought with a large enough effect; inconclusive means small, poorly fitted or top-dose-only effect, or another doubt; inactive means no such curve, though single readings can be large; an effect the other way counts as inactive or inconclusive.

What do the screens show for `COc1ccc(/C=C/C(=O)NCc2cccnc2)cc1`?
TbPYK inhibitor: -12.5%; Shiga toxin inh: 8.4; HCV inh: 18.4%; Pf growth 48h: 12.2%; LmPK inh: -1.6%; Pf growth 96h: inconclusive; CHX counter: 7.7

What do the screens show for `COc1cc(C(=O)Nc2ccccc2C(=O)Nc2ccccn2)cc(OC)c1OC`?
TbPYK inhibitor: -2.0%; Shiga toxin inh: 7.2; HCV inh: inconclusive; Pf growth 48h: inconclusive; LmPK inh: -4.2%; Pf growth 96h: inconclusive; CHX counter: 1.0

Results for CCN(CC)S(=O)(=O)c1ccc(NC(=O)COC(=O)CNS(=O)(=O)/C=C/c2ccccc2)cc1 ?
TbPYK inhibitor: -5.8%; Shiga toxin inh: -4.9; HCV inh: -10.7%; Pf growth 48h: -7.1%; LmPK inh: -0.3%; Pf growth 96h: 8.1%; CHX counter: -1.2

Results for Cc1[nH]c2ccccc2c1C(=O)C(=O)NCCc1ccc(S(N)(=O)=O)cc1 ?
TbPYK inhibitor: 3.1%; Shiga toxin inh: -8.7; HCV inh: 12.5%; Pf growth 48h: -10.0%; LmPK inh: -0.9%; Pf growth 96h: -11.2%; CHX counter: -6.5

Results for CCCc1c(C(=O)N/N=C/c2c(OC)ccc3ccccc23)nnn1-c1nonc1N ?
TbPYK inhibitor: 0.0%; Shiga toxin inh: -3.6; HCV inh: inconclusive; Pf growth 48h: -18.6%; LmPK inh: 0.9%; Pf growth 96h: 17.7%; CHX counter: -3.7

Results for COCc1ccc(C(=O)N2CCCC(N3CCN(c4ccc(F)cc4)CC3)C2)o1 (stereo unspecified) ?
TbPYK inhibitor: -10.8%; Shiga toxin inh: -32.6; HCV inh: -21.5%; Pf growth 48h: inconclusive; LmPK inh: -7.9%; Pf growth 96h: 28.1%; CHX counter: 12.2

What do the screens show for `Cc1cccc(NCc2nc(SCC(N)=O)n[nH]2)c1`?
TbPYK inhibitor: -4.7%; Shiga toxin inh: 11.2; HCV inh: 13.4%; LmPK inh: 7.5%; Pf growth 96h: 5.3%; CHX counter: -0.7

How did C=CCNC(=O)c1c(Cl)nc(C)c([N+](=O)[O-])c1C do in these assays?
TbPYK inhibitor: 0.1%; Shiga toxin inh: -7.8; HCV inh: 17.3%; Pf growth 48h: 3.3%; LmPK inh: 0.5%; Pf growth 96h: -7.9%; CHX counter: -2.8

What do the screens show for `COC(=O)c1nnc(-c2ccccc2)nc1OC`?
TbPYK inhibitor: -3.7%; Shiga toxin inh: -9.1; HCV inh: 4.5%; Pf growth 48h: 0.1%; LmPK inh: -2.6%; Pf growth 96h: 11.3%; CHX counter: 4.7

Results for Cc1cc(CN2CCN(CC(=O)Nc3cc(Cl)ccc3-n3cncn3)CC2)no1 ?
TbPYK inhibitor: 4.5%; HCV inh: -0.9%; Pf growth 48h: 2.08µM*; Pf growth 96h: 2.08µM*

How did Cc1[nH]c2ccccc2c1CCNC(=O)c1c(N)no[n+]1[O-] do in these assays?
TbPYK inhibitor: -0.6%; Shiga toxin inh: -4.6; HCV inh: -23.2%; Pf growth 48h: 6.8%; LmPK inh: -3.4%; Pf growth 96h: -3.6%; CHX counter: 6.7

How did O=C(CCc1ccccc1)N/N=C/c1cccc(O)c1 do in these assays?
TbPYK inhibitor: 0.9%; Shiga toxin inh: 6.0; HCV inh: 8.6%; Pf growth 48h: -2.9%; LmPK inh: 0.1%; Pf growth 96h: -3.3%; CHX counter: 14.5*

What do the screens show for `Cc1ccc(S(=O)(=O)c2c(N)n(CCN3CCOCC3)c3nc4ccccc4nc23)cc1C`?
TbPYK inhibitor: 1.5%; Shiga toxin inh: 12.1; HCV inh: 16.7%; Pf growth 48h: inconclusive; LmPK inh: 2.3%; Pf growth 96h: 9.8%; CHX counter: 12.9

Results for CCOC(=O)C1CCN(C(=O)c2cc3c(=O)n4cccc(C)c4nc3s2)CC1 ?
TbPYK inhibitor: 4.0%; Shiga toxin inh: -5.7; HCV inh: 6.4%; Pf growth 48h: 6.7%; LmPK inh: 0.8%; Pf growth 96h: 28.5%; CHX counter: -1.0

What do the screens show for `Cc1ccc(NC(=O)CSCc2cc(=O)n3nc(C4CC4)sc3n2)cc1`?
TbPYK inhibitor: 1.2%; Shiga toxin inh: -2.9; HCV inh: 11.3%; Pf growth 48h: -15.2%; LmPK inh: -12.2%; Pf growth 96h: inconclusive; CHX counter: -7.1

Results for CCOc1ccccc1N1C(=O)c2ccc(S(=O)(=O)c3ccc(C(=O)O)cc3)cc2C1=O ?
TbPYK inhibitor: -0.9%; Shiga toxin inh: -15.0; HCV inh: 3.8%; Pf growth 48h: 20.4%; LmPK inh: 0.7%; Pf growth 96h: 0.165µM*; CHX counter: -4.8

What do the screens show for `CC(C)(C)N(NC(=O)Nc1ccc(Cl)cc1)C(=O)c1ccccc1`?
TbPYK inhibitor: -9.0%; Shiga toxin inh: -10.7; HCV inh: 12.1%; Pf growth 48h: 1.0%; LmPK inh: 3.7%; Pf growth 96h: 15.3%; CHX counter: -2.3

What do the screens show for `COC(=O)N/N=C/c1ccc(-c2ccc(Cl)c(Cl)c2)o1`?
TbPYK inhibitor: 1.1%; Shiga toxin inh: 59.7*; HCV inh: inconclusive; Pf growth 48h: 0.8%; LmPK inh: 4.9%; Pf growth 96h: 365.4%[activator]; CHX counter: 51.5*

How did Cc1ccccc1NC(=O)c1cccc(S(=O)(=O)N2CCOCC2)c1 do in these assays?
TbPYK inhibitor: -1.6%; Shiga toxin inh: -4.7; HCV inh: -20.9%; Pf growth 48h: 21.0%; LmPK inh: 0.1%; Pf growth 96h: inconclusive; CHX counter: 0.4

Results for CCN(C(=O)CSc1n[nH]c(-c2ccccc2)n1)c1c(N)n(Cc2ccccc2)c(=O)[nH]c1=O ?
TbPYK inhibitor: -4.9%; HCV inh: -11.9%; Pf growth 48h: -23.1%; Pf growth 96h: -26.6%

How did O=C(CSc1nc(C2CC2)nc2ccccc12)N1CCc2ccccc2C1 do in these assays?
Shiga toxin inh: -6.1; Pf growth 48h: 15.8%; LmPK inh: -3.3%; Pf growth 96h: -16.7%; CHX counter: -2.2

What do the screens show for `CC(CN(C)Cc1ccccc1)OC(=O)c1cccc(F)c1` (stereo unspecified)?
TbPYK inhibitor: -0.8%; Shiga toxin inh: 15.7; HCV inh: -0.4%; Pf growth 48h: 0.0%; LmPK inh: 5.9%; Pf growth 96h: -7.4%; CHX counter: 0.6

How did CS(=O)(=O)NNC(=O)C1Cc2c(ccc3ccccc23)O1 (stereo unspecified) do in these assays?
TbPYK inhibitor: 0.0%; Shiga toxin inh: -7.2; HCV inh: 22.3%; Pf growth 48h: 14.3%[0.00184 µM]; LmPK inh: -0.5%; Pf growth 96h: 23.6%; CHX counter: -4.0

What do the screens show for `CCCc1n[nH]c2c1/C(=N\OCC)CC(C)(C)C2`?
TbPYK inhibitor: 3.5%; Shiga toxin inh: 3.3; HCV inh: -6.2%; Pf growth 48h: 11.4%; LmPK inh: -1.8%; Pf growth 96h: 13.4%; CHX counter: -1.5

What do the screens show for `CCc1cc2c(=O)c(-c3nc4ccccc4n3C)coc2c(CN2CCC(C)CC2)c1O`?
TbPYK inhibitor: 0.6%; Shiga toxin inh: -3.1; HCV inh: -0.7%; Pf growth 48h: inconclusive; LmPK inh: -1.7%; Pf growth 96h: 0.0%; CHX counter: -3.2

What do the screens show for `CCC(=O)N1CCc2cc(S(=O)(=O)NCCCOC)ccc21`?
TbPYK inhibitor: -0.6%; Shiga toxin inh: -24.2; HCV inh: 13.7%; Pf growth 48h: 10.0%; LmPK inh: 2.3%; Pf growth 96h: 0.0%; CHX counter: -5.0

Results for CSCCC(NC(=O)c1cc([N+](=O)[O-])ccc1Cl)C(=O)O (stereo unspecified) ?
TbPYK inhibitor: -6.9%; Shiga toxin inh: -3.3; HCV inh: 12.3%; Pf growth 48h: -2.4%; LmPK inh: 3.0%; Pf growth 96h: 19.0%; CHX counter: 0.5

Results for COc1cccc(/C=C/C(=O)OCC(=O)c2ccc(S(=O)(=O)N3CCCCC3)cc2)c1OC ?
TbPYK inhibitor: -0.8%; HCV inh: -11.7%; Pf growth 48h: inconclusive; Pf growth 96h: -2.6%

Results for CCc1nnc(NC(=O)C2CCN(S(=O)(=O)c3ccc(C)cc3)CC2)s1 ?
TbPYK inhibitor: 1.9%; Shiga toxin inh: -7.3; HCV inh: -23.3%; Pf growth 48h: 10.6%; LmPK inh: -4.1%; Pf growth 96h: inconclusive; CHX counter: -2.0

Results for O=C(OC1CCOC1=O)c1ccc(N2CCCC2)c([N+](=O)[O-])c1 (stereo unspecified) ?
TbPYK inhibitor: -1.6%; Shiga toxin inh: -4.1; HCV inh: 26.5%; Pf growth 48h: -4.8%[5.75 µM]; LmPK inh: -0.6%; Pf growth 96h: 28.5%; CHX counter: -0.9

What do the screens show for `COc1ccc(CNc2ccc(S(N)(=O)=O)cc2)cc1`?
TbPYK inhibitor: -7.2%; Shiga toxin inh: -2.9; HCV inh: 4.8%; Pf growth 48h: 2.7%; LmPK inh: -2.0%; Pf growth 96h: inconclusive; CHX counter: -1.3

How did O=C(N/N=C/c1ccc2c(c1)OCO2)c1cccc(NC(=O)c2ccccc2Cl)c1 do in these assays?
TbPYK inhibitor: 1.7%; Shiga toxin inh: 47.9*; HCV inh: -22.9%; Pf growth 48h: 1.7%; LmPK inh: -0.2%; Pf growth 96h: 41.6%[activator]; CHX counter: 12.2

What do the screens show for `CCN(C(=O)CSc1nnc(Cc2cccc3ccccc23)n1N)C1CCS(=O)(=O)C1` (stereo unspecified)?
TbPYK inhibitor: -1.5%; Shiga toxin inh: -12.2; HCV inh: 6.0%; Pf growth 48h: inconclusive; LmPK inh: -3.5%; Pf growth 96h: -4.9%; CHX counter: 9.9

Pulled by compound from above, three records:
What do the screens show for `CCN(C(=O)CSc1nnc(Cc2cccc3ccccc23)n1N)C1CCS(=O)(=O)C1` (stereo unspecified)?
TbPYK inhibitor: -1.5%; Shiga toxin inh: -12.2; HCV inh: 6.0%; Pf growth 48h: inconclusive; LmPK inh: -3.5%; Pf growth 96h: -4.9%; CHX counter: 9.9

What do the screens show for `CCc1cc2c(=O)c(-c3nc4ccccc4n3C)coc2c(CN2CCC(C)CC2)c1O`?
TbPYK inhibitor: 0.6%; Shiga toxin inh: -3.1; HCV inh: -0.7%; Pf growth 48h: inconclusive; LmPK inh: -1.7%; Pf growth 96h: 0.0%; CHX counter: -3.2

How did O=C(CSc1nc(C2CC2)nc2ccccc12)N1CCc2ccccc2C1 do in these assays?
Shiga toxin inh: -6.1; Pf growth 48h: 15.8%; LmPK inh: -3.3%; Pf growth 96h: -16.7%; CHX counter: -2.2
